# Assay outcomes as filed in PubChem.
# TRPN1 ag = zebrafish TRPN1 (NompC) channel agonism; HEK293 zebrafish TRPN1-YFP, Fluo-8 calcium fluorescence; 100% = response to 87 µM carbachol; activation, % at 3 µM; actives 0.18% (n = 220,000);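 active means activation above its plate's cutoff, the mean activation of test wells on that plate plus 3 SD, cut at about 19% in these data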;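 further: 0% = DMSO alone and 100% = 87 µM carbachol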
#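 Material – zebrafish TRPN1-YFP in HEK293 cells · Doses – 3 µM single point · Schedule – dye 1 h 37 °C plus 30 min RT · Signal – Fluo-8 calcium fluorescence, excitation 470-495 nm, emission 515-575 nm · Read-out – % activation versus carbachol response · Control set – carbachol high, DMSO low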
# TRPML3 agonist = human mucolipin-3 channel agonism | HEK293 TRPML3-YFP, Fluo-8 calcium fluorescence; 100% = the carbachol control signal | activation, % at 3 µM | actives 0.29% (n = 220,000) | AID 1448;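 active means activation above its plate's cutoff, the mean activation of the plate's test wells plus 3 SD, cut at about 12% in these data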;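 further: 0% = DMSO only wells and 100% = carbachol wells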
# Target sequence (Q8TDD5 whole entry, looked up): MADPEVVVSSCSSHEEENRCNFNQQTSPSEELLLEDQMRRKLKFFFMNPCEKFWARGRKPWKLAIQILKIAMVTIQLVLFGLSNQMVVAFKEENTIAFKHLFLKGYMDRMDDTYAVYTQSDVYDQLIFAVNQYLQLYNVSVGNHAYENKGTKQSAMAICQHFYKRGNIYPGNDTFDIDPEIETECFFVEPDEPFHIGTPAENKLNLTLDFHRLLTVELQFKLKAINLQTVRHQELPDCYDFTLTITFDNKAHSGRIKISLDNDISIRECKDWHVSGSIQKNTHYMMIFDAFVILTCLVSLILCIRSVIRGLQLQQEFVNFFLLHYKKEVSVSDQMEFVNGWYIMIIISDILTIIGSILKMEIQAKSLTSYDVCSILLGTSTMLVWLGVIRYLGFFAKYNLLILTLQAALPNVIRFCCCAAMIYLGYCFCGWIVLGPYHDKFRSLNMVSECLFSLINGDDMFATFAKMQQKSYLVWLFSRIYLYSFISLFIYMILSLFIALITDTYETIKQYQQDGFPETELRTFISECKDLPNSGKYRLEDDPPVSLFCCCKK
#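 Test system: TRPML3-YFP stable HEK293 cells. Doses: single point at 3 µM. Incubation: dye loading 1 h 37 °C then 30 min ambient, 125 s read. Signal: Fluo-8 calcium dye fluorescence, ex 470-495, em 515-575 nm. Measure: percent activation from peak-to-basal fluorescence ratio, scaled between DMSO and carbachol.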
# PGE2 EP2 inh = blocks the human prostaglandin E2 receptor EP2. P43116. C6 glioma cells expressing human EP2, cAMP TR-FRET; cells stimulated with saturating PGE2. inhibition, % at 25 µM. actives 0.52% (n = 260,000);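 active means percent inhibition above 40 after rounding to a whole number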;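 further: rat C6 glioma host cells with rolipram phosphodiesterase inhibitor present; the protocol text gives 20 µM as final concentration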
# Target sequence (P43116 whole entry, looked up): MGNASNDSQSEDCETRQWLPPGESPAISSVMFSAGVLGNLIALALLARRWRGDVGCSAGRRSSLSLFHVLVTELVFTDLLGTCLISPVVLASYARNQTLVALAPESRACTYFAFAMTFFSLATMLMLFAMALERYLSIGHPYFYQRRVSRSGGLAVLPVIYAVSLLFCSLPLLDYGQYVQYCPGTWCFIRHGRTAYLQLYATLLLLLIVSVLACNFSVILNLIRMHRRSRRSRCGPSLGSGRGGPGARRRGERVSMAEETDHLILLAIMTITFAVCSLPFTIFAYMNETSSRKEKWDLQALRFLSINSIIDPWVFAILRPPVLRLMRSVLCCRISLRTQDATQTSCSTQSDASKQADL
# NPY1 pot ag = potentiates or activates human NPY-Y1 receptor; AID 1304; activation, % at 3.6 µM; actives 0.37% (n = 220,000); NPY-Y1 expressing cells, potentiator/agonist activation; in the data active means activation above about 33%, passing the limit was not always enough;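 further: cells stimulated with NPY at EC10 then isoproterenol at EC100; 0% = low agonist plus stimulus and 100% = saturating agonist plus stimulus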
# NPY Y1 blocker = antagonists of human neuropeptide Y receptor Y1. P25929. inhibition, % at 3.6 µM. HEK293-CNG Y1 cells, membrane potential fluorescence; NPY at EC95, then isoproterenol. actives 1% (n = 200,000);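 active means inhibition above the campaign mean inhibition of all tested compounds plus 3 SD, cut at about 20% in these data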;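 further: 0% = DMSO wells given NPY plus isoproterenol and 100% = isoproterenol alone without NPY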
#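 Assay system: HEK293 cells with Y1 receptor plus CNG channel | Probe or stimulus: NPY (25 nM), isoproterenol (1 µM), Ro 20-1724 (25 µM) | Timing: Compound incubation 1 h at room temperature, readout 45 min post-stimulation | Measured by: Membrane-potential fluorescent dye readout | Benchmarks: High control isoproterenol alone, low control NPY with isoproterenol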
# PPC-1+TRAIL kill = kills PPC-1 cancer cells in the presence of TRAIL. PPC-1 cells + TRAIL, ATPLite viability luminescence. AID 1443. cell killing (% activity), % at 4 µM. actives 0.41% (n = 220,000);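 active means cell killing above 50% in the first pass at 4 µM, then a duplicate retest at 5 µM averaging 50% or more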;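 further: plate controls were cells with TRAIL plus DMSO for no effect and medium-only wells lacking cells for full effect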
# 14-3-3 Bad inh = disrupts binding of bovine 14-3-3 zeta to phospho-Bad peptide; TR-FRET 14-3-3zeta/Dy647-pBad peptide displacement, 1 h; AID 781; inhibition, % at 21.7 µM; actives 0.71% (n = 220,000); P63103;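 active means inhibition above about 70%, limit read from the data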;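 further: 0% = full 14-3-3 plus peptide FRET controls and 100% = background without 14-3-3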
# EP2 mod = modulates human prostaglandin E2 receptor EP2 signaling; P43116; EP2-expressing cells, cAMP HTRF FRET, PGE2 co-stimulation; induction, % at 25 µM; actives 0.83% (n = 260,000);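 active means compounds whose cAMP rise, as percent of the full-agonist control response, exceeds 60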;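 further: rat C6 glioma line stably carrying human EP2 under a CMV promoter; the protocol text gives 20 µM as final concentration; 100% = response of wells given 1 µM PGE2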
# CHOP inh = inhibitors of CHOP induction in ER stress response. CHO-K1 CHOP-promoter luciferase, tunicamycin-induced, 15-18 h. inhibition, % at 10 µM. actives 3.8% (n = 220,000);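 active means compounds that reduced the stress-induced luciferase reporter signal by more than about 70% of percent inhibition, limit read from the data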;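 further: 0% = tunicamycin plus vehicle and 100% = wells without tunicamycin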
# * hit, by the source's call; nt = not tested or not shown; [ ] = dose if it differs, or a comment. This is a subset, so the mix of outcomes need not match the whole.
SMILES,TRPN1 ag,TRPML3 agonist,PGE2 EP2 inh,NPY1 pot ag,NPY Y1 blocker,PPC-1+TRAIL kill,14-3-3 Bad inh,EP2 mod,CHOP inh
CCOC(=O)CC1(CC(=O)OCC)NC(=O)c2c(C)sc(C(=O)OCC)c2N1,0.2,-0.4,22,16,-3,19,-11,28,-6
O=C(COC(=O)CCc1nc2ccccc2c(=O)[nH]1)Nc1ccc(N2CCOCC2)cc1,0.5,0.1,6,-12,nt,6,-11,1,13
Cc1cccc(C(=O)NCCc2n[nH]c(=S)n2C)c1,0.9,0.8,20,-9,1,6,-4,24,-32
CC(NC(=O)c1ccc(-c2cc(C(F)(F)F)ccc2Cl)o1)c1ccccc1 (configuration not stated),0.2,1.1,7,-12,9,16,-5,15,15
CC(C)(C)c1cnnn1-c1ccc([N+](=O)[O-])cc1,1.5,1.1,6,-8,-3,28,-4,31,33
O=C(CCc1nnc(CCCCc2ccccc2)o1)NCc1cccc(F)c1,-1.1,-0.5,6,7,4,-1,-5,-6,-9
Cn1cnc([N+](=O)[O-])c1Sc1ccccc1,-0.8,0.5,4,-16,3,12,1,8,45
CC(=O)NCCCc1nc2ccccc2n1Cc1c(F)cccc1Cl,-2.0,-0.2,2,10,nt,4,2,7,0
NNC(=O)c1cc(O)c(O)c(O)c1,0.8,0.2,2,-3,2,-5,27,6,-7
C=CCC(NCc1ccccc1)c1ccco1 (configuration not stated),1.5,1.6,3,-6,1,19,-2,28,-9
CC1CCC/C(=C(\C#N)c2nc(-c3cc4ccccc4oc3=O)cs2)C1 (configuration not stated),2.6,1.0,9,3,1,10,5,30,-4
CCOC(=O)N1CCC(Nc2ncnc3c2cnn3-c2ccc(C)cc2C)CC1,7.8,2.0,7,42,-1,22,1,4,24
CCCCC(CC)Cn1c(N)c(C#N)c2nc3ccccc3nc21 (configuration not stated),0.3,0.4,8,-1,3,2,-7,-4,101*
Cn1c(NC(=O)c2ccc(Cl)s2)cc(=O)n(C)c1=O,1.9,1.3,9,9,4,7,5,14,3
COC(=O)c1ccccc1N1C(=O)C2C(C1=O)C1C=CC2C12CC2 (configuration not stated),-1.0,-1.4,7,-12,1,5,-7,8,23
Cc1ccc(C(=O)N/C(=C/c2cccnc2)C(=O)O)cc1,3.0,0.6,5,9,1,-6,-1,22,-38
O=C(c1cc2sccc2n1Cc1ccc(F)cc1)N1CCN(c2nc3ccccc3s2)CC1,1.8,-0.1,11,-65,3,25,10[fluorescence artefact?],21,59
CCn1c(C)cc(/C=C2\NC(=O)N(CC(=O)Nc3cccc(C)c3)C2=O)c1C,-0.2,0.5,4,-28,-1,0,66,50,81*
CCOC(=O)C1=C(C)NC(=O)C(C#N)C1c1ccncc1 (configuration not stated),-0.4,-0.1,15,12,0,4,-4,3,15
COc1cc(OC)c(C(=O)OCC(=O)Nc2cc(C)on2)cc1OC,-1.5,0.2,5,-13,7,12,-4,15,-7
CCCCN(C)CCCNC(=O)C1CC(=O)N(Cc2ccc(OC)cc2)C1 (configuration not stated),1.3,0.2,14,-9,0,11,-12[fluorescence artefact?],11,19
CCCS(=O)(=O)N1CCCC(C(=O)NCc2ccc3c(c2)OCO3)C1 (configuration not stated),0.8,0.5,20,6,6,-5,nt,nt,nt
COCCNC(=O)Cn1nc(C(F)(F)F)c(Cl)c1C,-0.6,-0.1,6,1,4,4,24,12,5
Cc1nnc2n(c1=O)C(CS(=O)(=O)c1ccc3ccccc3c1)CS2 (configuration not stated),-1.5,1.0,4,4,8,-5,-4,-33,2
CC/C(=N/OC(=O)c1cccc(C)c1)C(=O)c1cccs1,0.0,0.9,0,18,-5,-1,10,45,75*
COc1ccc(-c2nnc(SCC(=O)Nc3ccc(Cl)cc3)n2C)cc1,-1.5,-0.1,11,-17,-1,16,-6,31,8
Cc1c(=O)n(OCc2ccccc2)c2ccccc2[n+]1[O-],0.0,0.2,17,-28,2,-8,-7,10,9
CCCCc1c(C)c(C#N)c2[nH]c3ccccc3n2c1=O,1.5,1.1,3,-27,3,15,7,-1,103*
Cc1ccc(N/N=C(\C#N)C(=O)c2ccsc2)cc1,6.7,2.6,5,8,nt,15,-9,-35,-20
Cc1cccc(OCC(=O)NC(C)C(=O)N/N=C/c2c(OCc3ccccc3)ccc3ccccc23)c1 (configuration not stated),1.2,0.7,6,17,2,0,2,12,62
CCOC(=O)c1c(C)n(-c2ccc(OC)cc2)c2ccc(O)c(CN(C)C)c12,2.3,1.8,11,-45,nt,6,-7,-13,-9
O=C(CC1SC(=Nc2ccccc2)N(Cc2ccccn2)C1=O)Nc1ccc(Br)cc1 (configuration not stated),1.2,1.2,2,29,-5,31,-6[fluorescence artefact?],9,61
CCOc1ccc(CCNC(=O)COC(=O)c2ccco2)cc1OCC,-0.6,-0.4,8,17,3,4,-4,18,-23
Cc1ccc(NS(=O)(=O)c2ccccc2Cl)c2c1CC(C)(C)O2,-2.6,8.1,13,-3,-1,-1,-2,22,nt
COC(=O)c1c(NC(=O)c2ccc(S(=O)(=O)N3CCOCC3)cc2)sc2c1CCN(C)C2,0.5,-0.2,12,-11,-3,22,-1,-17,8
CN(Cc1ccccc1)C(=O)C1CCCN1S(=O)(=O)c1ccc2c(c1)n(C)c(=O)c(=O)n2C (configuration not stated),0.8,0.6,3,8,nt,3,-6,-16,2
CC1CCN(c2c([N+](=O)[O-])c(=O)oc3ccccc23)CC1,-0.7,0.9,9,5,2,41,-6,1,16
O=C(O)C1C2C=CC(C2)C1C(=O)NCCc1ccccc1 (configuration not stated),1.1,-0.4,0,-10,1,2,-9,25,37
CC(OC(=O)C1=Cc2ccccc2OC1)C(=O)NCc1ccco1 (configuration not stated),1.1,0.4,7,-13,3,0,0,-8,-26
O=C(CSc1nnc(-c2cccs2)n1-c1cccc(Cl)c1)c1cccc2c1OCCO2,1.2,0.7,23,-27,-4,-4,-27[fluorescence artefact?],14,43

# Not a retest: an excerpt of the list.
SMILES,TRPN1 ag,TRPML3 agonist,PGE2 EP2 inh,NPY1 pot ag,NPY Y1 blocker,PPC-1+TRAIL kill,14-3-3 Bad inh,EP2 mod,CHOP inh
Cc1ccc(N/N=C(\C#N)C(=O)c2ccsc2)cc1,6.7,2.6,5,8,nt,15,-9,-35,-20
Cc1cccc(OCC(=O)NC(C)C(=O)N/N=C/c2c(OCc3ccccc3)ccc3ccccc23)c1 (configuration not stated),1.2,0.7,6,17,2,0,2,12,62
CCOC(=O)c1c(C)n(-c2ccc(OC)cc2)c2ccc(O)c(CN(C)C)c12,2.3,1.8,11,-45,nt,6,-7,-13,-9
O=C(CC1SC(=Nc2ccccc2)N(Cc2ccccn2)C1=O)Nc1ccc(Br)cc1 (configuration not stated),1.2,1.2,2,29,-5,31,-6[fluorescence artefact?],9,61
CCOc1ccc(CCNC(=O)COC(=O)c2ccco2)cc1OCC,-0.6,-0.4,8,17,3,4,-4,18,-23
Cc1ccc(NS(=O)(=O)c2ccccc2Cl)c2c1CC(C)(C)O2,-2.6,8.1,13,-3,-1,-1,-2,22,nt
COC(=O)c1c(NC(=O)c2ccc(S(=O)(=O)N3CCOCC3)cc2)sc2c1CCN(C)C2,0.5,-0.2,12,-11,-3,22,-1,-17,8
CN(Cc1ccccc1)C(=O)C1CCCN1S(=O)(=O)c1ccc2c(c1)n(C)c(=O)c(=O)n2C (configuration not stated),0.8,0.6,3,8,nt,3,-6,-16,2
CC1CCN(c2c([N+](=O)[O-])c(=O)oc3ccccc23)CC1,-0.7,0.9,9,5,2,41,-6,1,16
O=C(O)C1C2C=CC(C2)C1C(=O)NCCc1ccccc1 (configuration not stated),1.1,-0.4,0,-10,1,2,-9,25,37
CC(OC(=O)C1=Cc2ccccc2OC1)C(=O)NCc1ccco1 (configuration not stated),1.1,0.4,7,-13,3,0,0,-8,-26
O=C(CSc1nnc(-c2cccs2)n1-c1cccc(Cl)c1)c1cccc2c1OCCO2,1.2,0.7,23,-27,-4,-4,-27[fluorescence artefact?],14,43

# Further compounds follow:
SMILES,TRPN1 ag,TRPML3 agonist,PGE2 EP2 inh,NPY1 pot ag,NPY Y1 blocker,PPC-1+TRAIL kill,14-3-3 Bad inh,EP2 mod,CHOP inh
NC(=O)CNc1ncc(C(F)(F)F)cc1Cl,1.3,0.5,2,2,0,4,-1,-30,8
CCOC(=O)c1ccc(N/C(=N\S(=O)(=O)c2ccc(F)cc2F)c2ccccc2)cc1,-1.0,-0.8,9,8,-3,6,5[fluorescence artefact?],10,-11
Cc1sc2ncnc(SCC(=O)N(C)C3CCS(=O)(=O)C3)c2c1C (configuration not stated),-0.4,1.1,9,-9,7,14,3,-33,4
Cc1ccc2c(c1)N(C(C)C(=O)NCc1ccccn1)C(=O)CO2 (configuration not stated),-1.7,0.1,9,-5,nt,23,-5,-10,10
CC(C)CC(C(=O)OCC(=O)c1c(N)n(C)c(=O)n(C)c1=O)N1C(=O)C2CC=CCC2C1=O (configuration not stated),1.5,0.6,2,8,2,-3,-5,2,13
c1ccc2nc(SCc3cn4ccccc4n3)cnc2c1,-0.6,-0.5,11,-23,0,8,-4,13,16
CC(=O)Nc1sc2c(c1C#N)CCC2,-0.8,0.2,5,-6,0,1,-9,10,11
Cc1ccc(OCCN(C)C(=O)CC2C(=O)NCCN2CC(C)(C)C)cc1 (configuration not stated),0.9,-0.4,11,15,4,7,-10,6,3
COC(=O)c1c(NC(NC(=O)C(C)(C)C)C(Cl)(Cl)Cl)sc2c1CCC2 (configuration not stated),-1.2,-0.4,12,0,5,29,-2,30,78*
Cc1cc(C)c(S(N)(=O)=O)c(C)c1N(C)S(=O)(=O)c1ccccc1,-0.8,-0.4,6,7,5,14,-9,17,1
Cc1c(CCO)c(=O)n(-c2ccccc2)n1S(=O)(=O)c1ccc(Cl)cc1,0.0,0.7,13,-4,-2,19,26[fluorescence artefact?],18,31
CC(=O)Nc1ccc2nc(SCC(=O)Nc3ccc(N4CCOCC4)c(Cl)c3)sc2c1,6.4,1.6,9,12,0,9,0[fluorescence artefact?],-49,18
